CHT PAM: human CHT allosteric activation; AID 488977; CHT-expressing cells, membrane potential dye, choline EC20; stronger effect = higher value; LV-AA mutant CHT in HEK293 cells; Q9GZV3; hit rate 0.49% among 310,000; B-score at 10 µM;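 active = initial fluorescence not abnormally high and integrated response B-score, plate-corrected, over 3 SD above library mean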
Target sequence (Q9GZV3 whole entry, looked up): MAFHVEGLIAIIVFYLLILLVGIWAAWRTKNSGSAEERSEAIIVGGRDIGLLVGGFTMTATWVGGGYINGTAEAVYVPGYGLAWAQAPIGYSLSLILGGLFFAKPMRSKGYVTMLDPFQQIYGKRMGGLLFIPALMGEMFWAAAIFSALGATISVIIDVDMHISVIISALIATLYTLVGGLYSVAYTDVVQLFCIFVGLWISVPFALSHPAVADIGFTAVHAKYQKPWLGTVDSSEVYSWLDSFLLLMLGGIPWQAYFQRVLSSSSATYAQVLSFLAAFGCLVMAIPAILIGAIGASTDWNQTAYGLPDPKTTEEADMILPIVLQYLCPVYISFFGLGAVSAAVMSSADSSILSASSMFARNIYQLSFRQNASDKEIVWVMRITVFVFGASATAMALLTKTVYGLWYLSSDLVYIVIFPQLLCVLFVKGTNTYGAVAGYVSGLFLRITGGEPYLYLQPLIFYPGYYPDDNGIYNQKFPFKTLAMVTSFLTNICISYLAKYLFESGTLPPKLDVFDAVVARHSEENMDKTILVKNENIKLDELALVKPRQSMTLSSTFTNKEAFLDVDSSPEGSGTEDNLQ
OX1R antag: human HCRTR1 antagonism. O43613. CHO/OX1R cells, Fluo-8 calcium fluorescence, orexin A. inhibition, % at 5 µM. hit rate 0.43% among 330,000. AID 434989;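 active = inhibition above its plate's threshold, mean inhibition of all tested compounds on the plate plus 3 SD, cut at about 37% in these data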;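 note: 0% = orexin A challenge wells and 100% = SB-334867-A antagonist wells; not every result past the cut was called active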
Target sequence (O43613 whole entry, looked up): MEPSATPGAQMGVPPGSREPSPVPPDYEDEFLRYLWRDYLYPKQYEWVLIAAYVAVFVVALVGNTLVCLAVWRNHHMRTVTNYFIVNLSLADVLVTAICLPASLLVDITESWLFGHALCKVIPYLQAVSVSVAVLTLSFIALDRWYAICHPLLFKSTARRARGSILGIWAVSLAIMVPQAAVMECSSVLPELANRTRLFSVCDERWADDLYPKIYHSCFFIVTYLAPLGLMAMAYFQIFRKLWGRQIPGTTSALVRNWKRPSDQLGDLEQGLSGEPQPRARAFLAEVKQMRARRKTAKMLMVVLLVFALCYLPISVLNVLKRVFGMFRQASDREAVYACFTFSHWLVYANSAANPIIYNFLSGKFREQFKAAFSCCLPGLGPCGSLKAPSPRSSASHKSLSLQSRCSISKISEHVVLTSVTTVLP
* = called active by the depositor; i = inactive; nt = no result given; & = joins results of further samples.

Preview (seven entries):
1: COc1ccccc1NC(=O)Cc1nnc(SCC(=O)c2ccccc2)n1C
2: CCCCn1c(N)c(N(CC(C)C)C(=O)C2CC(=O)N(c3ccc(CC)cc3)C2)c(=O)[nH]c1=O (configuration not stated)
3: O=C(Nc1ccc(NC(=O)C2CCCCC2)nc1)c1ccco1
4: Cc1ccc(NC(=O)c2ccc([N+](=O)[O-])s2)cc1S(=O)(=O)N1CCOCC1
5: O=C(O)c1ccccc1NCc1ccsc1
6: CCOC(=O)CC1=CC(C)(CC(=O)OCC)C(C#N)(C#N)C(N)=C1C#N (configuration not stated)
7: O=C(COC(=O)COc1ccccc1Cl)Nc1ccccc1OC(F)F

| screen / no. | 1 | 2 | 3 | 4 | 5 | 6 | 7 |
| --- | --- | --- | --- | --- | --- | --- | --- |
| OX1R antag | -22 | -15 | -20 | 11 | nt | -10 | 0 |
| CHT PAM | i | i | i | nt | i | i | i |

This part in full (from the top)
1: COc1ccccc1NC(=O)Cc1nnc(SCC(=O)c2ccccc2)n1C
2: CCCCn1c(N)c(N(CC(C)C)C(=O)C2CC(=O)N(c3ccc(CC)cc3)C2)c(=O)[nH]c1=O (configuration not stated)
3: O=C(Nc1ccc(NC(=O)C2CCCCC2)nc1)c1ccco1
4: Cc1ccc(NC(=O)c2ccc([N+](=O)[O-])s2)cc1S(=O)(=O)N1CCOCC1
5: O=C(O)c1ccccc1NCc1ccsc1
6: CCOC(=O)CC1=CC(C)(CC(=O)OCC)C(C#N)(C#N)C(N)=C1C#N (configuration not stated)
7: O=C(COC(=O)COc1ccccc1Cl)Nc1ccccc1OC(F)F
8: Cc1nn2c(=O)cc(COC(=O)c3ccc(S(=O)(=O)N4CCCCC4)cc3)nc2s1
9: O=C1CN(C(=O)COc2ccc(Br)cc2)c2ccccc2N1
10: CCN(CC)CCCn1c(=S)[nH]c2cc(OC)c(OC)cc2c1=O

| screen / no. | 1 | 2 | 3 | 4 | 5 | 6 | 7 | 8 | 9 | 10 |
| --- | --- | --- | --- | --- | --- | --- | --- | --- | --- | --- |
| OX1R antag | -22 | -15 | -20 | 11 | nt | -10 | 0 | -7 | 6 | -14 |
| CHT PAM | i | i | i | nt | i | i | i | i | i | i |

11: C=CCC(C#Cc1ccc(C)cc1)N(CC)CC (configuration not stated)
12: O=C(Nc1ccc(F)cc1F)c1ccccc1NC(=O)C1CC=CCC1C(=O)O (configuration not stated)
13: CCCn1nnnc1COc1ccc(C(N)=O)cc1
14: CN(C)c1ccc(N=Nc2ccc(S(=O)(=O)O)cc2)c2ccccc12
15: O=C(CSc1nnc(-c2ccccc2F)o1)NC1CC1
16: Cc1cc(=O)n2c3c(sc2n1)C(=O)N(Cc1ccccc1)C3=O
17: Cc1cc(C)c([N+](=O)[O-])cc1-c1ccc(/C=N/c2c(-c3ccco3)nc3ccccn23)o1
18: Cc1nc(-c2ccc(S(=O)(=O)Nc3ccc(Br)cc3Cl)s2)cs1
19: Cc1csc(NC(=O)c2cccnc2Cl)n1
20: O=C(NCCCn1ccnc1)c1cc(S(=O)(=O)N2CCOCC2)c(Cl)cc1Cl

| screen / no. | 11 | 12 | 13 | 14 | 15 | 16 | 17 | 18 | 19 | 20 |
| --- | --- | --- | --- | --- | --- | --- | --- | --- | --- | --- |
| OX1R antag | -9 | -15 | -11 | -9 | -2 | -18 | -25 | -22 | -7 | 1 |
| CHT PAM | i | i | i | i | nt | i | i | i | i | i |

21: CCC(=O)Nc1cccc(NC(=S)NC(=O)c2ccccc2)c1
22: O=[N+]([O-])c1ccccc1S(=O)(=O)N1CCN(c2ccccc2)CC1
23: Cc1ccccc1NC(=O)NCCCN1CCN(C)CC1
24: Cc1cccc(C)c1OCC(=O)Nc1ccc2c(c1)OCCO2
25: C=CC[C@H](CC(=O)NCCO)C(=O)NCCOC(=O)[C@@H](CC=C)Cc1ccc(F)cc1
26: Cn1ccnc1SCC(=O)N1CCN(S(=O)(=O)c2ccccc2)CC1
27: Cc1ccc(S(=O)(=O)c2nc(-c3ccco3)oc2SC(C)C)cc1
28: CN(C(=O)CSc1ncnc2sccc12)C1CCS(=O)(=O)C1 (configuration not stated)
29: COC(=O)c1c(N2C(=O)Nc3ccccc3N2O)sc(C)c1C
30: c1ccc(Nc2nc(-c3ccccc3)nc3ccccc23)cc1

| screen / no. | 21 | 22 | 23 | 24 | 25 | 26 | 27 | 28 | 29 | 30 |
| --- | --- | --- | --- | --- | --- | --- | --- | --- | --- | --- |
| OX1R antag | -17 | -12 | -17 | -24 | -13 | -2 | -27 | -9 | -10 | -15 |
| CHT PAM | i | i | i | i | nt | i | i | nt | i | i |

31: O=C(CSC(=O)c1ccccc1)Nc1ccccc1F
32: CC1SC(=NC(=O)C(C)N2C(=O)c3ccccc3C2=O)NC1=O (configuration not stated)
33: Cc1ccc(-n2cc(CNCCN3CCOC3=O)c(-c3cccc(C)c3)n2)cc1
34: COc1ccc(C2c3c(ncn(CCCN4CCOCC4)c3=N)Oc3ccc4ccccc4c32)cc1OC (configuration not stated)
35: Cc1cccc(N2CCN(C(=O)c3ccc(NC(=O)CC4SC(N5CCCC5)=NC4=O)cc3)CC2)c1C (configuration not stated)
36: CCNC(=O)CSc1nnc(C2CC2)n1-c1ccccc1
37: COc1ccc(S(=O)(=O)NCC(c2ccco2)N2CCc3ccccc3C2)cc1 (configuration not stated)
38: CCC/C(C)=C/c1ccc(CC)cn1
39: CCCNC(=O)N1CCC(n2nccc2NC(=O)CCOc2ccccc2)CC1
40: COC(=O)/C=C1\S/C(=N/N=C/c2ccc(Cl)cc2)NC1=O

| screen / no. | 31 | 32 | 33 | 34 | 35 | 36 | 37 | 38 | 39 | 40 |
| --- | --- | --- | --- | --- | --- | --- | --- | --- | --- | --- |
| OX1R antag | -3 | -4 | -33 | -15 | -38 | -17 | -32 | nt | -47 | -10 |
| CHT PAM | nt | i | i | i | nt | i | i | i | i | i |

41: CCn1c(NC(=O)c2ccccc2)nc2ccccc21
42: Cc1ccc(/C=C(\NC(=O)c2ccc(C)cc2)C(=O)NCCCn2ccnc2)cc1
43: CCc1ccc(C(=O)CSc2nc(N)cc(=O)[nH]2)cc1
44: COC(=O)C1=C(C(=O)OC)C2C(C)=CC(C)=CN2C(C(=O)OC)=C1C(=O)OC (configuration not stated)
45: CCN(CC(=O)Nc1c(F)cccc1F)C(=O)C1CCN(C(=O)Nc2ccccc2)CC1
46: O=C1C(=O)N(c2ccc(O)cc2)C(c2ccccc2[N+](=O)[O-])/C1=C(\O)c1ccccc1 (configuration not stated)
47: O=C(CN1CCN(S(=O)(=O)c2ccccc2)CC1)NC1CC1
48: CCC(=O)Nc1nnc(S(=O)(=O)N2CCc3ccccc32)s1
49: Cc1ccc(-c2[nH]nc3c2C(C)C(C#N)=C(N)O3)cc1 (configuration not stated)
50: O=C(O)COc1ccc(-c2nnn(Cc3ccccc3F)n2)cc1

| screen / no. | 41 | 42 | 43 | 44 | 45 | 46 | 47 | 48 | 49 | 50 |
| --- | --- | --- | --- | --- | --- | --- | --- | --- | --- | --- |
| OX1R antag | -29 | -15 | -16 | -12 | -33 | -10 | 0 | -17 | -5 | 10 |
| CHT PAM | i | i | i | i | nt | i | i | i | i | i |

51: Cc1ccccc1NC(=O)Cn1c(=O)n(CC2CCCO2)c(=O)c2ccccc21 (configuration not stated)
52: CCOc1ccc(CCNC(=O)c2[nH]c(C)c(C(C)=O)c2CC)cc1OCC
53: CC1CCCCN1S(=O)(=O)c1ccc2[nH]c(=O)cc(C(=O)NCCCN3CCCCCC3)c2c1 (configuration not stated)
54: COc1ccc(OC)c(NC(=O)c2cc3oc4ccccc4c3cc2O)c1
55: CCC(C(=O)OCC(=O)Nc1ccc2[nH]c(=O)[nH]c2c1)c1ccccc1 (configuration not stated)
56: O=C(CN1CCN(c2ccccc2F)CC1)N1N=CCC1c1ccccc1 (configuration not stated)
57: CCN(CC)S(=O)(=O)c1ccc(N2CCOCC2)c(NC(=O)c2ccc(NC(C)=O)cc2)c1
58: COc1ccccc1-c1nnc(SCC(=O)N2CC(C)CC(C)C2)o1 (configuration not stated)
59: CN(C)c1ccc(C(=O)c2ccc(N(C)C)c(N)c2)cc1N
60: O=C(C/C=N/OCc1ccc(F)cc1Cl)c1cnc(-c2ccccc2)s1

| screen / no. | 51 | 52 | 53 | 54 | 55 | 56 | 57 | 58 | 59 | 60 |
| --- | --- | --- | --- | --- | --- | --- | --- | --- | --- | --- |
| OX1R antag | -21 | -15 | 2 | 0 | -13 | -21 | -14 | -20 | -4 | -11 |
| CHT PAM | i | i | i | i | i | i | i | i | i | i |

61: O=c1ccc2c(o1)/C(=C/C=C(Cl)Cl)CCC2
62: N#Cc1ccc(N=c2ssnc2Cl)cc1
63: CCCn1c(SCC(=O)Nc2nccs2)nnc1-c1cccnc1
64: Cc1csc(NC(=O)CSC2=NCCS2)n1
65: Cn1c(=O)c2[nH]c(N3CCN(c4cccc(O)c4)CC3)nc2n(C)c1=O
66: CCc1ccc(C2CC(=O)NC(SCC(=O)OC(C)C)=C2C#N)cc1 (configuration not stated)
67: CC(=O)NC1C(OCCOc2ccc(Cl)cc2Cl)OC(COC(C)=O)C(OC(C)=O)C1OC(C)=O (configuration not stated)
68: CC(C)CCNC(=O)NC(=O)CSc1nnc2ccccn12
69: Cc1cc(C(=O)CN2C(=O)C(=O)N(C)C2=O)c(C)n1-c1cccc(S(=O)(=O)N2CCOCC2)c1
70: COC(=O)c1ccc(CS(=O)(=O)c2ccc(C)cc2)cc1

| screen / no. | 61 | 62 | 63 | 64 | 65 | 66 | 67 | 68 | 69 | 70 |
| --- | --- | --- | --- | --- | --- | --- | --- | --- | --- | --- |
| OX1R antag | -11 | 3&7 | -27 | -8 | -25 | -45 | -11 | -18 | -22 | -4 |
| CHT PAM | i | i | i | i | i | i | i | i | i | i |

Another view of some results above:
63: CCCn1c(SCC(=O)Nc2nccs2)nnc1-c1cccnc1
  OX1R antag = -27
  CHT PAM = i

64: Cc1csc(NC(=O)CSC2=NCCS2)n1
  OX1R antag = -8
  CHT PAM = i

65: Cn1c(=O)c2[nH]c(N3CCN(c4cccc(O)c4)CC3)nc2n(C)c1=O
  OX1R antag = -25
  CHT PAM = i

Further records follow.
71: O=C(CNCC1CCCO1)Nc1ccc([N+](=O)[O-])cc1C(=O)Nc1ccccc1F (configuration not stated)
72: CCCCOc1ccc(C(=O)O)cc1
73: CC(C)(C)c1nc(NCC2CCCO2)c2nnn(Cc3ccccc3)c2n1 (configuration not stated)
74: ON=C1CCN(c2ncc(C(F)(F)F)cc2Cl)CC1
75: Cc1ccccc1P(=O)(CO)c1ccccc1C
76: COCCCNC(=O)c1cc(C)nc2ccc(F)cc12
77: CC(C)(C)n1nc2c(c1NC(=O)COc1ccc(Cl)cc1)CS(=O)(=O)C2
78: OC(COc1ccc2c(c1)CCC2)CN1CCN(c2cccc(Cl)c2)CC1 (configuration not stated)
79: O=C(c1ccccc1SCc1ccccc1)N1CCCCCC1
80: CNC(=S)N(CCN(C)C)Cc1cc2cc3c(cc2[nH]c1=O)OCO3

| screen / no. | 71 | 72 | 73 | 74 | 75 | 76 | 77 | 78 | 79 | 80 |
| --- | --- | --- | --- | --- | --- | --- | --- | --- | --- | --- |
| OX1R antag | -26 | -5 | -41 | 2 | -19 | -15 | -17 | -22 | -19 | -11 |
| CHT PAM | i | i | i | i | i | i | i | i | i | i |

81: NCCCCCc1nnc(SCc2cccc(Cl)c2)o1
82: COc1ccccc1NS(=O)(=O)c1ccc2oc(SCc3ccc(C#N)cc3)nc2c1
83: O=C(O)CSc1c(-c2ccccc2)[nH]c2ccccc12
84: C1=C(c2sc3ccccc3c2-c2ccc(OCCN3CCOCC3)cc2)CCCC1
85: COc1cc(NC(=O)c2nccnc2N)cc(C(=O)Nc2cccc(C(F)(F)F)c2)c1
86: Cc1ccc(S(=O)(=O)NCCCN2CCCC2)cc1
87: CCOc1ccc(-n2nnnc2-c2nc3ccccc3s2)cc1
88: Cc1ccc(N(C(=O)C2CCCC2)C2C=CS(=O)(=O)C2)cc1 (configuration not stated)
89: COCCCN1C(=O)CS/C1=N\S(=O)(=O)c1ccccc1
90: CSCC(=O)N1CCCC(N2CCN(c3ccc(F)cc3)CC2)C1 (configuration not stated)

| screen / no. | 81 | 82 | 83 | 84 | 85 | 86 | 87 | 88 | 89 | 90 |
| --- | --- | --- | --- | --- | --- | --- | --- | --- | --- | --- |
| OX1R antag | -4 | 2 | -7 | -44 | 0 | -24 | -25 | -3 | -28 | -20 |
| CHT PAM | i | i | i | nt | i | i | i | i | i | i |

91: COc1cccc(C(=O)NCCCn2ccnc2)c1
92: Cc1cc(C(=O)CSc2nnc3ccccn23)c(C)n1-c1ccccc1
93: COc1ccc(CCNC(=O)CN(C)S(=O)(=O)c2ccc3c(c2)CCC(=O)N3)cc1OC
94: COc1cc(NS(=O)(=O)c2ccc(OC)c(OC)c2)cc(OC)c1
95: CC(C)n1c(C(=O)OCC(=O)NCc2ccc3c(c2)OCO3)cc2occc21
96: CC(=O)N1CCc2c(sc(NC(=O)C3CCCCC3)c2C(N)=O)C1
97: CCOc1cc(CNCc2ccccn2)ccc1OCC(=O)NC1CCCCC1
98: NC(=O)CS(=O)(=O)c1nc2ccccc2n1Cc1ccccc1F

| screen / no. | 91 | 92 | 93 | 94 | 95 | 96 | 97 | 98 |
| --- | --- | --- | --- | --- | --- | --- | --- | --- |
| OX1R antag | -5 | -20 | -3 | 7 | -19 | -7 | -13 | -13 |
| CHT PAM | i | i | i | i | i | i | i | i |

Screening data as filed in PubChem BioAssay.
